# p53ts 39C kill: kills p53ts cells at the nonpermissive temperature; H1299-p53A138V viability at 39C, ATP luminescence, 24 h; 130,000 compounds, 1.5% hits; AID 902; Potency, µM (highest dose often 46.1 µM), for the others: top-dose activity change, negative = cell killing, most hits filed as cytotoxic; note: nearly all actives have a fitted effect of over 55% in size
# Peg3 imprint: induces erasure of genomic imprints in mouse ES cells; mouse ES Peg3-LacZ reporter, beta-gal luminescence, 40 h; Potency, µM (titrated, usually from 60.7 µM), inactives show top-dose activity change, positive = activation, hits mostly activators; 110,000 compounds, 0.02% hits; AID 1948;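 note: 0% = negative control wells on the plate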
#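 Imprint erasure is scored as LacZ activity from the silenced maternal Peg3 allele in feeder-free female ES cells cultured 40 h with LIF. Luminescence is normalized to in-plate negative controls and fitted to the Hill equation.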
# IkB signaling: IkB pathway inhibition in ABC-DLBCL cells | ABC-DLBCL IkBa-CBG/CBR dual luciferase ratio, 4 h; response scale: scaled: untreated 0%, proteasome inhibitor 100% | Potency, µM (highest dose often 57.1 µM), for the others: at the top dose IkBa stabilization activation | 110,000 compounds, 0.04% hits | AID 445; active = well fitted curve in the direction sought with a large enough effect in the signal ratio, not every such curve was filed as active; inconclusive = small, poorly fitted or top-dose-only effect, or a change in a side signal; the % refers to the signal ratio;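 note: the direction sought is a rising ratio; 0% = basal untreated cells and 100% = reference inhibitor full response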
#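 Curves were fitted separately to fusion (green), unfused (red) and ratio luminescence, then classed by r2, magnitude and activity. Cells: OCI-Ly3, 4 h compound plus doxycycline at 37C; 10 uM MG-132 defined full response.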
# p53ts 32C kill: p53ts cell cytotoxicity, permissive temperature. Potency, µM (titrated, usually from 46.1 µM), without a hit: at the highest dose activity change, negative = cytotoxicity, hits mostly cytotoxic. 130,000 compounds, 0.93% hits. H1299-p53A138V at 32C, ATP luminescence viability, 24 h;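 note: 0% = DMSO and -100% = full killing by reference compound; nearly all actives have a fitted effect of over 55% in size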
#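 Cells: H1299 p53ts (A138V), 600/well, pre-incubated 16–30 h at 37C. Cpd up to 46 uM, 24 h, 32C. Readout: ATPlite luminescence, 20 min RT. Normalization: DMSO vs tamoxifen 100 uM. AC50 by Hill equation.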
# * = called active by the depositor; ? = inconclusive; · = not tested or not shown; [ ] = another dose, or the depositor's remark. Unless noted, calls come from the whole dose curve; as a rule, active = well fitted curve in the direction sought with a large enough effect; inconclusive = small, poorly fitted or top-dose-only effect, or another doubt; inactive = no such curve, though single readings can be large; an effect the other way counts as inactive or inconclusive. Unless noted, % is set by controls: 0 for no effect and ±100 for the full control effect; potency is the fitted concentration of half-maximal effect.
SMILES,p53ts 39C kill,Peg3 imprint,IkB signaling,p53ts 32C kill
O=C(NCCC1=CCCCC1)c1ccc2c(c1)N(Cc1ccc(F)cc1)C(=O)c1ccccc1S2(=O)=O,9.3%,?,2.9%,?
COc1ccc(-c2noc(CCCC(=O)NCCc3ccccc3)n2)cc1OC,4.5%,-18.1%,0.4%,4.2%
COc1ccccc1N1CCN(C(CNC(=O)C(=O)NCc2cccnc2)c2cccnc2)CC1 (stereo unspecified),-99.5%,-20.5%[10.9 µM],?,?
CN1CCN(C(c2ccccc2Cl)c2sc3nc(-c4ccco4)nn3c2O)CC1 (stereo unspecified),48.6%[activator],23.5%[10.9 µM],6.4%,-12.5%
CCN(Cc1ccccc1)C(=O)Cn1c(=O)n(-c2ccc(Cl)c(Cl)c2)c(=O)c2c(C)c(C(=O)N(C)C)sc21,-12.2%,-3.6%[10.9 µM],-0.5%,6.5%
C=C(C)Cn1c(CCNC(=O)CC)nc2ccccc21,2.1%,-4.1%,1.7%,-5.2%
CC(C)C(=O)Nc1ccccc1C(=O)OCc1cc(=O)n2nc(C3CC3)sc2n1,29.7%,-14.4%[10.9 µM],2.5%,1.1%
CCc1ccc2[nH]cc(C(=O)OCCOC)c(=O)c2c1,-5.9%,-5.9%,0.3%,-2.7%
CC(C)Cn1c(N)c(S(=O)(=O)c2cccs2)c2nc3ccccc3nc21,-5.4%,-10.6%,?,3.6%
Cc1ccc(C)c(C(C)NC(=O)C2C3CCC(O3)C2C(=O)O)c1 (stereo unspecified),0.3%,-24.8%,1.1%,26.4%
Cc1onc(-c2ccccc2)c1C(=O)N1CCN(C/C=C/c2ccccc2)CC1,5.7%,-24.3%,-1.0%,3.6%
COc1ccc(CNC(=O)C2CCN(S(=O)(=O)c3cn(C)cn3)CC2)cc1,-17.6%,-4.8%[10.9 µM],-0.6%,-1.0%

# Full records as entered above:
# `Cc1onc(-c2ccccc2)c1C(=O)N1CCN(C/C=C/c2ccccc2)CC1` across the screens: p53ts 39C kill: 5.7%; Peg3 imprint: -24.3%; IkB signaling: -1.0%; p53ts 32C kill: 3.6%
# `CC(C)Cn1c(N)c(S(=O)(=O)c2cccs2)c2nc3ccccc3nc21` across the screens: p53ts 39C kill: -5.4%; Peg3 imprint: -10.6%; IkB signaling: ?; p53ts 32C kill: 3.6%

# Later entries
SMILES,p53ts 39C kill,Peg3 imprint,IkB signaling,p53ts 32C kill
O=S(=O)(c1ccc(OCC(O)CN2CCc3ccccc3C2)cc1)N1CCOCC1 (stereo unspecified),12.9%,-15.3%,0.5%,10.6%
CCOC(=O)c1oc2ccccc2c1NC(=O)c1cccc(OC)c1OC,-19.0%,-12.8%,3.0%,3.0%
Cc1ccc(-c2cnc(N)n2C)cc1C,-12.3%,-18.0%,4.9%,0.2%
COc1ccc2c(c1)c(N1CCCC1=O)c(C(=O)Nc1ccccc1C(F)(F)F)n2C,-5.3%,5.3%[10.9 µM],?,-4.4%
CCOc1ccc(NCC(=O)Nc2ccc(C)cc2C)cc1,-7.1%,-14.6%,4.4%,3.6%
CCOC(=O)c1cnc2ccccc2c1NCCc1ccc(OC)c(OC)c1,8.1%,-24.0%[10.9 µM],?,1.2%
O=C(NCc1ccccc1F)C(=O)NCC(c1cccs1)S(=O)(=O)c1cccs1 (stereo unspecified),1.8%,-2.5%[10.9 µM],-2.3%,-3.2%
NC(=O)c1ccc(N2CCCCC2)c(N2C(=O)CCC2=O)c1,3.0%,5.1%,0.5%,-2.2%
COc1cc(-c2nc3cnccn3c2Nc2ccccc2)ccc1O,13.6%,-10.3%,?,3.5%
CCc1ccc(S(=O)(=O)c2nnn3c2nc(Nc2ccc(F)cc2)c2cc(Cl)ccc23)cc1,5.2%,-3.4%[10.9 µM],?,29.7%
Cc1ccccc1Cn1c(=O)n(Cc2ccc3c(c2)OCO3)c(=O)c2oc3ccccc3c21,28.0%,26.4%[10.9 µM],-1.0%,-3.2%
COc1ccc(CCCc2nnc(SCC(=O)Nc3cccc(C)c3)o2)cc1C,-3.7%,-10.6%[10.9 µM],?,-11.3%

# The final three compounds of the section above lead into the next.
SMILES,p53ts 39C kill,Peg3 imprint,IkB signaling,p53ts 32C kill
CCc1ccc(S(=O)(=O)c2nnn3c2nc(Nc2ccc(F)cc2)c2cc(Cl)ccc23)cc1,5.2%,-3.4%[10.9 µM],?,29.7%
Cc1ccccc1Cn1c(=O)n(Cc2ccc3c(c2)OCO3)c(=O)c2oc3ccccc3c21,28.0%,26.4%[10.9 µM],-1.0%,-3.2%
COc1ccc(CCCc2nnc(SCC(=O)Nc3cccc(C)c3)o2)cc1C,-3.7%,-10.6%[10.9 µM],?,-11.3%
Cc1sc(NC(=O)CSc2nnc(COc3ccccc3)n2C)c(C#N)c1C,8.9%,-3.2%,-2.1%,7.2%
Cc1ccc(-n2c(=O)c3c(cnn3C)n(CC(=O)Nc3ccc(C)cc3C)c2=O)cc1,23.3%,-7.7%[10.9 µM],-0.1%,1.8%
CC(C)OC(=O)c1c(NC(=O)COc2cccc(Br)c2)sc2c1CCCC2,3.0%,8.0%[10.9 µM],5.2%,5.4%
O=C(NCC1CCN(Cc2cccc(F)c2)CC1)c1cc2ccc3cccnc3c2[nH]1,-6.6%,-14.3%[10.9 µM],?,-8.2%
CCN1C(=O)/C(=C2/SC(C)=C(C)N2CC)SC1=S,-5.8%,-1.8%,1.5%,-5.6%
Clc1ccccc1Cn1c(-c2cccs2)nc2ccccc21,-21.0%,-3.1%[10.9 µM],-8.1%,?
CCc1ccc(S(=O)(=O)NCc2nc3cccnc3n2Cc2cccc(OC)c2)cc1,-18.7%,-10.6%[10.9 µM],-0.2%,4.6%
Cc1ccc(S(=O)(=O)N(CC(=O)NCc2ccco2)Cc2ccccc2F)cc1,-5.3%,-14.1%,?,5.5%
NS(=O)(=O)c1ccc(CCNC(=O)NC2(C(F)(F)F)Oc3ccccc3O2)cc1,-12.5%,-8.8%,2.8%,-7.7%
COc1ccc(S(=O)(=O)N(CCCN2CCCC2=O)Cc2cc3c(C)ccc(C)c3[nH]c2=O)cc1,0.4%,-5.5%,-0.2%,4.1%
CCOC(=O)Cc1csc(NC(=O)Nc2ccccc2)n1,-16.7%,-24.5%,-2.5%,?
Cc1ccc(NC(=O)C(=O)NCCCN2CCOCC2)cc1C,11.3%,-5.6%[10.9 µM],0.3%,-4.9%
CCn1c(SCCOc2ccccc2F)nc2ccccc21,-0.3%,-14.9%[10.9 µM],?,-3.2%
CCN(CC(=O)NC(C)C)C(=O)CCNC(=O)c1ccc(Cl)cc1,-9.9%,3.3%,-1.3%,4.2%
Cc1nc2sc(C(c3cccs3)N3CCN(c4cccc(Cl)c4)CC3)c(O)n2n1 (stereo unspecified),-14.5%,1.5%,7.5%,-10.5%
O=C(Nc1ccccc1O)c1ccc(Cl)cc1,?,-53.5%[inhibitor],7.8%,?
CC(=O)N1CCN(CC(O)COc2ccc(OCc3ccccc3)cc2)CC1 (stereo unspecified),-5.5%,-16.6%,-3.0%,4.8%
COCCCn1c2nc3ccccc3nc2c2c(=O)n(Cc3ccc(Cl)cc3)cnc21,0.6%,-6.7%,-1.1%,6.3%
Cc1c(NC(=O)CSc2nc(-c3ccco3)cc(C(F)(F)F)n2)c(=O)n(-c2ccccc2)n1C,34.5%[activator],1.7%,2.0%,2.6%
O=C(Cn1ncc2c3ccccc3n(Cc3ccccc3)c2c1=O)NCc1cccs1,11.3%,-3.9%[10.9 µM],1.6%,-0.2%
Cc1ccc(C)c(NC(=O)CSc2nnc3[nH]c(=O)cc(-c4ccccc4)n23)c1,1.26µM*,7.4%[10.9 µM],?,?
COc1ccc(-n2nc3c(c2NC(=O)c2cc4ccccc4oc2=O)CS(=O)(=O)C3)cc1,10.3%,-1.5%,3.0%,0.7%
COc1ccc(CCNC(=O)C(=O)Nc2ccc(C)c(C)c2)cc1,20.0%,-7.8%[10.9 µM],3.8%,6.7%
CCC(=O)Nc1ccc(CC)cc1-c1nc2ccccc2n(CC(=O)Nc2cccc(OC)c2)c1=O,16.0%,-0.8%[10.9 µM],?,7.5%
Cc1cccc(NC(=O)C(=O)NCC(c2cccnc2)N2CCOCC2)c1 (stereo unspecified),-14.1%,-11.4%[10.9 µM],?,-11.4%
NS(=O)(=O)c1ccc(NC(=O)Nc2cccc3ccccc23)cc1,-1.9%[9.22 µM],5.6%[10.9 µM],1.5%[11.4 µM],-3.9%[9.22 µM]
COc1ccc(C)cc1NC(=O)CN1C(=O)CCc2cc(S(=O)(=O)N3CCOCC3)ccc21,6.1%,-13.1%[10.9 µM],0.3%,3.0%
O=C(Cn1c(=O)n(CC2CCCO2)c(=O)c2ccccc21)c1ccccc1 (stereo unspecified),9.3%,-4.9%,0.8%,-0.2%
Cc1ccc(-c2nn(-c3ccccc3)cc2CN(Cc2ccccc2)C(=O)CCC(=O)O)o1,-9.0%,-1.5%,0.7%,-0.4%
CCN(CC)S(=O)(=O)c1ccc(NC(=O)C(OC)c2ccccc2)cc1 (stereo unspecified),5.1%,-6.4%,1.6%,-2.9%
Cc1cccc(NC(=O)c2ccccc2NC(=O)C(C)(C)C)n1,-2.5%,·,-1.5%,-7.0%
Cc1c(C(=O)Nc2ccc(F)cc2)oc2ccc(S(=O)(=O)N3CCCCCC3)cc12,-13.4%,-15.2%[10.9 µM],?,-8.2%
CC(C)(C)C1CCc2c(sc(NC(=O)CCC(=O)O)c2C(=O)Nc2ccccc2C(F)(F)F)C1 (stereo unspecified),10.9%,-7.1%[10.9 µM],?,47.0%[activator]
CCn1c(SCc2nc(CC(=O)Nc3ccccc3OC)no2)nnc1-c1cccs1,-1.4%,-4.1%,1.3%,-1.1%
CCOC(=O)C1=C(c2ccccc2)N(C)C(=O)NC1c1ccc(O)c(OC)c1 (stereo unspecified),-9.6%,-9.5%,-0.2%,2.5%
COc1ccccc1C(=O)N1CCN=C1c1ccccc1,9.5%,-8.2%,7.3%,-5.3%
Cc1nc(SCC(=O)c2c[nH]c3ccccc23)n[nH]1,18.5%,8.0%,3.6%,-8.9%
COCCN(Cc1ccco1)C(=O)c1cc2c(Cl)nc3ccc(C)cc3c2s1,7.1%,-11.9%[10.9 µM],-1.3%,1.6%
COc1ccc(-c2csc3ncnc(Oc4cccc5ccc(C)nc45)c23)cc1,-7.2%,·,·,19.6%
COC(=O)c1ccc(CSc2nnc(-c3ccncc3)o2)o1,24.1%,-0.6%,-0.4%,5.3%
Cc1c(N2CCCC2)cc2c(c1NC(=O)c1ccccc1Cl)C(C)(C)CC2(C)C,-2.5%[9.22 µM],-9.8%[10.9 µM],1.0%[11.4 µM],11.6%[9.22 µM]
CCCS(=O)(=O)N1CCC(C(=O)NCCCOCC)CC1,-10.0%,0.8%,-0.5%,-10.0%
Cc1ccc2nc(C3CCN(CC(=O)Nc4ccc5c(c4)OCCO5)CC3)[nH]c2c1,-4.4%,-16.0%,0.1%,-6.5%
COc1ccc(Nc2ncc(C(=O)N3CCN(c4ccc(OC)cc4)CC3)c3ccccc23)cc1,19.8%,-8.4%[10.9 µM],-0.3%,4.8%
CCOC(=O)C1=C(C)NC(C)=C(C(=O)OCC)C1c1ccc(O)cc1,-3.7%,-5.3%,1.4%,14.4%
O=C(CSc1nc2ccccc2c2nc(-c3ccccc3)nn12)Nc1ccc(F)cc1,5.1%,-9.5%[10.9 µM],2.0%,2.2%
COc1cccc(C(=O)COC(=O)c2cc(-c3cccs3)nc3ccccc23)c1,-15.8%,-2.5%[10.9 µM],?,-7.5%
COc1cc(C(=S)N2CCC(C(N)=O)CC2)ccc1O,8.9%,6.2%,-1.1%,5.9%
O=C(COC(=O)C1CCCN1C(=O)c1cccs1)c1ccccc1 (stereo unspecified),-4.1%,-3.8%,-1.3%,-0.4%
O=C(NC1CC(=O)N(c2ccc(Cl)cc2)C1)C(=O)c1c[nH]c2ccccc12 (stereo unspecified),-23.2%,?,6.5%,0.5%
CCc1nnc(NC(=O)CSc2nnc(-c3c[nH]c4ccccc34)n2CC)s1,-10.3%,-6.0%,0.4%,7.7%
CN(C(=O)CSc1nc2ccc(NC(=O)COc3ccccc3)cc2s1)c1ccccc1,-20.2%,-11.5%[10.9 µM],1.7%,4.8%

# Assay outcomes: PubChem BioAssay, National Center for Advancing Translational Sciences (NCATS)

# No enrichment for hits; about 1.7% have a hit in one of these screens.
